From PubChem BioAssay
EBI2 antag – blocks human EBI2 receptor beta-arrestin signaling; P32249; EBI2 beta-arrestin recruitment, luminescence, 7a,25-OHC stimulated; inhibition, % at 5 µM; 360,000 compounds, 0.81% hits; in the data active means inhibition above about 38%;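 further: enzyme fragment complementation signal reports receptor beta-arrestin coupling in cells; 0% = agonist plus DMSO wells and 100% = wells without agonist; some results beyond the cut were filed as inactive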
Target sequence (P32249 whole entry, looked up, the tested form may be a part): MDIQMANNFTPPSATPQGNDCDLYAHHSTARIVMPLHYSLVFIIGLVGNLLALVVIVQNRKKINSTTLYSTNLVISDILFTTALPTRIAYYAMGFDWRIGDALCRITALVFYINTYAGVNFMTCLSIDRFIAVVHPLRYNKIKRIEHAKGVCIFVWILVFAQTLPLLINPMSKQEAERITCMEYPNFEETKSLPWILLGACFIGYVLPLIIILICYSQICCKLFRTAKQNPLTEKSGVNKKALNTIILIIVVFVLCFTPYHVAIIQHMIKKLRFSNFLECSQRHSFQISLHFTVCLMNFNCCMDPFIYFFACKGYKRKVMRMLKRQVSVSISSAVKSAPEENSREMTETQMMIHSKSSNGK
CXCR6 inh – blocks human CXCR6 beta-arrestin recruitment; O00574; CHO-K1 PathHunter CXCR6 beta-arrestin, luminescence; inhibition, % at 20 µM; 360,000 compounds, 0.36% hits; in the data active means inhibition above about 34%, passing the limit was not always enough;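 further: antagonist mode with CXCL16 agonist at 10 nM final; 0% = 10 nM CXCL16 with DMSO and 100% = unstimulated wells without agonist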
697 NFkB inh – inhibitors of the PMA/ionomycin-induced NF-kB reporter in 697 B cells | 697 B-cell NF-kB luciferase reporter, 16 h | inhibition, % at 4 µM | 330,000 compounds, 0.33% hits; in the data active means inhibition above about 35%
Gli-Sufu block – antagonists of Gli-Sufu signaling. Sufu-KO-LIGHT fibroblasts, Gli luciferase reporter luminescence. AID 588413. inhibition, % at 5 µM. 340,000 compounds, 0.74% hits;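 active means inhibition above about 55%, limit read from the data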;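 further: 0% = DMSO-treated cells and 100% = wells with medium but no cells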
APJ antag – blocks the human apelin receptor APJ | CHO-K1 APJ beta-arrestin complementation, luminescence | inhibition, % at 20 µM | 330,000 compounds, 0.32% hits | AID 2521;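 active means inhibition above about 40% at 20 µM, limit read from the data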;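 further: cells challenged with 10 nM apelin-13 agonist together with compound; plate controls were apelin-13 plus DMSO wells for no effect and DMSO wells lacking apelin-13 for full effect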
Target sequence (P35414 whole entry, looked up): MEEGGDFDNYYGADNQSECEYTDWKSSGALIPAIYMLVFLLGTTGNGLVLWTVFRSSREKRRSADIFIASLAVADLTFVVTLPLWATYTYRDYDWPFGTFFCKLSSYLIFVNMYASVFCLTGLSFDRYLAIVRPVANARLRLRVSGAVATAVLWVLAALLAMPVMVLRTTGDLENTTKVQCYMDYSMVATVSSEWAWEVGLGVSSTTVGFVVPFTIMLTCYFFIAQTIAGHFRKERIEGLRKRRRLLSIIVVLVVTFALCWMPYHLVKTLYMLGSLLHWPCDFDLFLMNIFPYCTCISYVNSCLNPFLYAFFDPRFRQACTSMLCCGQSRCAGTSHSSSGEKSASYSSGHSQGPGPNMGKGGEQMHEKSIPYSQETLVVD
Jurkat NFkB inh – inhibitors of the PMA/ionomycin-induced NF-kB reporter in Jurkat cells; PMA/ionomycin-induced NF-kB luciferase reporter, luminescence; inhibition, % at 4 µM; 330,000 compounds, 0.53% hits; AID 435003; in the data active means inhibition above about 50%
CCR6 antag – blocks CCL20-driven beta-arrestin recruitment at human CCR6; AID 493098; CHO-K1 CCR6 PathHunter beta-arrestin, luminescence, CCL20-stimulated; inhibition, % at 20 µM; 340,000 compounds, 0.49% hits;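 active means compounds whose inhibition of the agonist-driven luminescence signal at 20 µM reaches about 50%, limit read from the data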;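 further: cells stimulated with CCL20 at 14 nM final; plate controls were DMSO with CCL20 for no effect and DMSO without agonist for full effect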
UBC13 polyUb – inhibitors of human UBC13 polyubiquitin chain formation; P61088; TR-FRET; inhibition, % at 20 µM; 330,000 compounds, 0.47% hits; AID 485273; in the data active means inhibition above about 45%, passing the limit was not always enough
Target sequence (P61088 whole entry, looked up): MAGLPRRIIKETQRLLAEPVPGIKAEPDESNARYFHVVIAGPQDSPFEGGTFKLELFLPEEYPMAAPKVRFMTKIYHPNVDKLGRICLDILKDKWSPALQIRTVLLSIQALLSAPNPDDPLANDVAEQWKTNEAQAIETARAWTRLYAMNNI
* = called active by the depositor; · = no result given. Compounds were not picked by outcome. Share with any hit: about 3%.

SMILES	EBI2 antag	CXCR6 inh	697 NFkB inh	Gli-Sufu block	APJ antag	Jurkat NFkB inh	CCR6 antag	UBC13 polyUb
Cc1cc(NC(=O)CCC(=O)N(CC(C)C)C(C(=O)NC(C)(C)C)c2ccccc2Cl)no1 (stereo unspecified)	-5	1	12	-2	3	2	3	6
C/C=C(\C)C(=O)NCCN1C2=NC[C@@H](Cc3ccccc3)N2C[C@H]1Cc1ccc(O)cc1	-11	-12	22	-1	8	-11	2	21
Cc1noc(C)c1CSCC(=O)N(C)CC(=O)Nc1ccc(Cl)c(Cl)c1	-9	-6	-5	-9	-9	-7	14	3
CC(C)[C@H](NC(=O)OC(C)(C)C)c1nnc(SCc2cccc(F)c2)o1	0	0	-4	8	13	5	4	5
OC(CN1CC=C(/C=C/c2ccc(Br)cc2)CC1)c1ccccc1 (stereo unspecified)	-27	0	3	32	-8	16	4	17
CN1C(=O)c2ccc(C(=O)Nc3ccc4c(c3)OCO4)cc2C1=O	45*	4	-1	-5	8	4	-9	-10
Cc1c(-n2cc(C(=O)c3ccccc3O)cc(C#N)c2=O)c(=O)n(-c2ccccc2)n1C	-21	-8	-20	5	-17	-1	-31	-8
CC(C)CN(CC(C)C)CC(O)COc1ccccc1Br (stereo unspecified)	-10	-7	10	11	7	16	30	7
CC(=O)C(Cl)C(=O)Nc1ccccc1 (stereo unspecified)	-8	0	·	4	·	·	4	·
CN1CCN(C(=O)c2cc3nc(-c4ccccc4)cc(-c4ccccc4)n3n2)CC1	6	4	19	-28	26	-7	-13	10
COC(=O)C(CC(=O)c1ccc(Cl)cc1)c1ccc(C(C)C)cc1 (stereo unspecified)	6	2	12	18	-5	-26	12	-6
O=C(COc1cccc(Cl)c1)NNC(=S)Nc1ccccc1	-6	6	-21	0	18	-12	8	-2
Fc1ccc(/C=N/Nc2nn[nH]n2)cc1	1	7	18	1	-2	14	-5	0
CCOc1ccc(NC(=S)N(CCOC)C(C)c2cccnc2)cc1 (stereo unspecified)	1	0	-10	6	-8	-8	0	-4
CCOC(=O)c1[nH]ncc1CN1CCCC(C(=O)c2ccc(C(C)(C)C)cc2)C1 (stereo unspecified)	6	-10	9	29	5	-9	12	13
CN1CCN(CCCNC(=O)c2cn(C)c3ccc(S(=O)(=O)N(C)C)cc3c2=O)CC1	-5	-5	4	17	12	8	2	-9
COc1ccc(S(=O)(=O)NCc2ccccc2Cl)cc1OC	7	-4	9	-17	6	5	5	1
CC(=O)c1c(C)[nH]c(C(=O)OCC(=O)Nc2ccc3[nH]c(=O)[nH]c3c2)c1C	-10	-2	12	-13	-4	8	2	4
COc1ccc(-c2cc3c(=O)n(CC(=O)N4CCCC4)ncn3n2)cc1	5	-1	-18	-3	-51	0	-15	-1
CCOC(=O)/C(=C\c1ccc([N+](=O)[O-])cc1)C(=O)c1cc(C(C)=O)c(Nc2ccccc2)s1	30	20	-21	13	-17	35	27	-9
COc1ccc(O)c(C(=O)c2cnc3onc(C)c3c2)c1	6	2	12	17	2	9	0	6
CCN(c1ccc(NC(=O)COC(=O)CCC(=O)c2ccc(F)cc2)cc1)C(C)C	-1	-8	12	-7	-3	5	2	5
O=C(Nc1ccc(Cl)cc1)c1ccc2c(c1)OCO2	-4	-6	-192	-111	14	-130	-1	5
CCCCc1ccc(NC(=O)CSc2nc(=O)n3cc(C)ccc3n2)cc1	4	2	-49	12	0	4	8	-8
CCN(CC(=O)Nc1ccc(NC(C)=O)cc1)C(=O)C1CC(=O)N(Cc2ccc(C)cc2)C1 (stereo unspecified)	0	-8	-10	2	10	-16	11	4

Next records
SMILES	EBI2 antag	CXCR6 inh	697 NFkB inh	Gli-Sufu block	APJ antag	Jurkat NFkB inh	CCR6 antag	UBC13 polyUb
CN1CCN(c2nc(-c3cccnc3)nc3scc(-c4ccccc4)c23)CC1	9	0	8	19	0	0	-6	16
COc1ccc(NC(=O)CN(C)C(=O)C2CC(=O)N(c3ccc4c(c3)OCCO4)C2)cc1 (stereo unspecified)	1	-5	-50	-7	-49	-2	6	12
CCOC(=O)N1CCN(Cc2ccc(O)c3ncccc23)CC1	·	·	-8	26	9	3	33	2
O=C(Nc1ccc(Br)cn1)c1cccc(S(=O)(=O)N2CCCC2)c1	19	1	-25	-5	6	-9	20	-10
CCN(CC)CCNC(=O)Cn1c(-c2ccccn2)nc2ccccc21	-5	0	16	2	18	8	11	2
CCc1cccc(NC(=O)C2CCN(S(=O)(=O)c3ccc4[nH]c(=O)ccc4c3)CC2)c1	-2	0	-7	1	-23	10	12	-4
O=C(CSc1nnc(CNC(=O)c2ccccc2)o1)NCc1ccccc1	-8	-8	3	23	0	5	4	0
COCCNCCCCOc1ccccc1-c1ccccc1	9	-4	2	1	13	17	0	4
COc1ccc(C)cc1NC(=O)CNC(c1ccccc1)c1ccc(C)cc1 (stereo unspecified)	9	6	-23	6	-27	37	16	-9
Cc1cc(OCC(=O)OCC(=O)Nc2ccc(Cl)cn2)ccc1Cl	5	3	1	2	2	4	7	7
COc1ccc(N(C(=O)C(C)C)S(=O)(=O)c2ccc3ccccc3c2)cc1	0	3	16	3	11	11	29	3
CCOc1cc(C(C(=O)NCC2CCCO2)N(C(=O)Cn2nnc3ccccc32)c2ccc(OC)c(OC)c2)ccc1O (stereo unspecified)	-3	-8	16	57*	7	8	13	3
Cn1ncc(Cl)c1C(=O)N1CCN(c2ncccn2)CC1	0	3	-10	-6	2	-6	-2	1
COc1ccc(CCNC(=O)c2cn3ccc(C)cc3n2)cc1OC	0	-6	-13	-3	-16	-2	-9	3
O=C(CNC(=O)c1ccccc1)c1ccccc1	0	5	-122	-67	24	-79	3	6
COc1cccc2sc(NC(=O)c3ccc(S(=O)(=O)N4CCOCC4)cc3)nc12	6	10	-12	4	17	-16	3	2
CCN(CC)C(=O)Cn1c(C)c(/C=C/c2cc[n+](C)cc2)c2ccccc21	-11	9	7	19	14	3	10	-258
COc1cc2ncnc(NCc3cccc(Cl)c3)c2cc1OC	-2	-10	6	19	-3	6	6	2
O=S(=O)(Nc1nc2ccccc2nc1NCCO)c1cccc(Cl)c1	11	-3	17	1	-9	6	5	1
COCCN(Cc1ccccc1)C(=O)c1c(C)nn(-c2ccccc2)c1C	1	0	13	5	8	-5	2	14
Cc1cc(C)c(S(=O)(=O)N/N=C/c2ccc([N+](=O)[O-])o2)c(C)c1	-1	-10	3	-11	-52	-2	-4	-15
Cc1ccc(S(=O)(=O)Nc2ccc3cn[nH]c3c2)cc1	8	3	18	-9	-3	17	1	7
OC(COc1ccccc1)CN1CCN(c2ncccn2)CC1 (stereo unspecified)	19	-5	7	7	16	2	11	1
O=[N+]([O-])c1ccccc1S(=O)(=O)Nc1ccc(S(=O)(=O)N2CCCC2)cc1	4	0	5	1	7	-3	5	-3
COc1ccc(S(=O)(=O)N2CCCCCC2)cc1C(=O)N(C)Cc1ccc(F)cc1	15	7	3	9	-1	-3	16	-4

Next structures follow.
SMILES	EBI2 antag	CXCR6 inh	697 NFkB inh	Gli-Sufu block	APJ antag	Jurkat NFkB inh	CCR6 antag	UBC13 polyUb
COc1cccc(/C=C/C(=O)OCC(=O)c2ccccc2)c1OC	2	5	-67	-35	2	-101	11	11
COc1ccc(C2=NN(C(=O)CCC(=O)O)C(c3ccc(OC)cc3)C2)cc1 (stereo unspecified)	-5	8	-23	16	19	-20	11	-8
C=CCn1cc(Cl)c(=O)n(CC=C)c1=O	2	-7	1	0	0	2	-1	8
O=C1CN(C(=O)CSc2nnnn2C2CC2)c2ccccc2N1	0	-5	-18	-11	2	-3	-16	-5
COc1ccc(N2C(=O)c3ccccc3NC23CCCC3)cc1	-5	1	-74	-85	-21	-75	-3	14
CCCc1cc(NCCCN2CCOCC2)n2c(nc3ccccc32)c1C#N	-29	12	-68	0	-5	-24	-4	-3
Cc1cc(C)c(S(=O)(=O)NCCc2ccncc2)c(C)c1	-1	-5	9	·	-24	-18	8	1
CNc1cc(C)nc(-n2nc(C)cc2C)n1	-9	4	-1	-13	19	4	-18	6
O=C1CCCN1CCCNc1nc2c(S(=O)(=O)c3ccc(Br)cc3)nnn2c2ccccc12	2	0	-4	4	15	16	13	17
C=CCOc1ccc(/C=N/NC(=O)CN(c2cc(Cl)ccc2OC)S(=O)(=O)c2ccc(C)c([N+](=O)[O-])c2)cc1	11	-6	-15	-2	-18	-10	8	-20
CCOc1ccc(NC(=O)CSc2nnc(N)s2)c([N+](=O)[O-])c1	-13	-3	-4	-11	-8	8	-10	-11
O=C(c1cc(COc2ccc(F)cc2Cl)on1)N1CCCC(OCc2cccnc2)C1 (stereo unspecified)	12	-5	-27	-6	14	4	-1	-4
CN1CCN(c2ccc(CNC(=O)c3ccc4c(c3)OCCO4)cc2)CC1	10	8	1	-7	16	-29	-9	-4
O=C(CC1CCCCC1)N=C1SC2CS(=O)(=O)CC2N1c1ccccc1 (stereo unspecified)	-4	9	6	-3	22	-5	10	2
O=c1cc2c(n[nH]1)-c1ccccc1CC2	-9	-7	4	7	-2	3	5	2
CC(=O)N1CCC(O)(c2cccc(C(F)(F)F)c2)CC1	-2	-1	-12	7	15	2	5	-4
NNC(=O)C1c2ccccc2Oc2ccccc21	-15	1	12	1	14	3	6	1
COC(=O)[C@@H](NC(=O)Nc1cccc(Br)c1)C(C)C	-7	-3	-2	-12	4	-2	5	6
CS(=O)(=O)Nc1cccc(S(=O)(=O)N2CCN(C(=O)c3ccccc3)CC2)c1	-1	-8	3	3	9	8	0	0
O=C(C[C@H]1C/C=C\C[C@@H](Cc2ccc(F)cc2)C(=O)O[C@H](c2ccccc2)CNC1=O)N[C@@H](CO)Cc1ccccc1	-10	-6	20	-5	-1	3	4	-27
COc1ccc2cc(C3c4cc(OC)c(OC)cc4CCN3C(=O)c3ccco3)c(=O)[nH]c2c1 (stereo unspecified)	-14	-5	13	-5	12	-2	11	-5
CSc1nc2c(c(=O)n1C)SC(C)C2 (stereo unspecified)	-6	-6	10	2	8	9	1	-5
CC12CN3CC(C)(CN(C1)C3c1ccc(Br)cc1)C2 (stereo unspecified)	3	-3	-20	12	-4	-21	13	-19
CCN(CC)C(=O)CSc1nnc(NC(=O)CCc2ccccc2)s1	-8	1	6	1	-14	9	4	3
CC(C)C[C@@H](CN1CCC[C@@H]1CN1C(=O)C(=O)NC[C@@H]1Cc1ccccc1)N1C[C@H](Cc2ccccc2)N(CC2CCCCCC2)C(=O)C1=O	3	8	·	8	·	·	-1	·

Later entries
SMILES	EBI2 antag	CXCR6 inh	697 NFkB inh	Gli-Sufu block	APJ antag	Jurkat NFkB inh	CCR6 antag	UBC13 polyUb
Cc1ccc(C(=O)NNC(=O)c2cccc(S(=O)(=O)N3CCN(c4ccccc4)CC3)c2)cc1	-7	16	6	-1	6	-5	7	4
C=C1CC[C@@]23CC[C@]4(C)[C@@](OC2=O)([C@@H]3C1)[C@H]1O[C@H]1C1[C@@]2(C)CC[C@H](O)C(C)(C)C2CC[C@]14C (stereo partly specified)	-3	7	-26	2	-20	-8	-11	-4
N#CCSc1nc2[nH]ncc2c(=O)n1-c1ccccc1Br	-10	1	17	-7	-1	-2	0	11
CC1CN(C(=O)c2cccc(S(=O)(=O)Nc3ccc(Cl)cc3)c2)CC(C)O1 (stereo unspecified)	-2	0	-1	0	12	-4	7	-2
O=C(Nc1ccc(C(=O)N2CCCCC2)cc1)C1=CSCCO1	3	0	-50	-45	20	-65	9	3
O=C(Cn1cc(C(F)(F)F)cc(Cl)c1=O)NCc1ccccc1	6	-4	-25	-31	0	-23	15	-10
O=S(=O)(c1ccc(NC2CCCCC2)cc1)N1CCOCC1	2	-2	-8	-17	-14	4	-5	5
CN(CC1COc2ccccc2O1)C(=S)Nc1ccccc1F (stereo unspecified)	-4	-1	-5	-1	0	-10	4	-4

A few values from the entries so far.
Value of O=C(Nc1ccc(C(=O)N2CCCCC2)cc1)C1=CSCCO1 under Gli-Sufu block: -45
Value of N#CCSc1nc2[nH]ncc2c(=O)n1-c1ccccc1Br under EBI2 antag: -10
